Screens as filed in PubChem.
EWS-Fli block = EWS/Fli transcriptional activity inhibition. A673 NR0B1-luciferase reporter, viability-normalised. AID 651661. 0.67% of 350,000 active. inhibition, % at 12.6 µM;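 active = mean inhibition of at least 50% after viability correction, with every replicate also passing that limit; inconclusive = mean reaches 50% but only one of two replicates passes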;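 also: firefly luciferase signal divided by Alamar Blue viability fluorescence both relative to DMSO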
PGC1a acetyl inh = lowers PGC1a acetylation signal in U2OS cells; AlphaScreen anti-acetyl-lysine; with virally co-expressed GCN5 acetyltransferase; inhibition, % at 15.6 µM; AID 651687; 0.17% of 350,000 active;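 active = every replicate shows inhibition of at least 40%; inconclusive = mean inhibition at least 40% but some replicate below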;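 also: 0% = neutral control wells and 100% = positive control wells; some results beyond the cut were filed as inactive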
S100A4 inh HTS = blocks human S100A4 binding to myosin IIA peptide | P26447 | S100A4/TAMRA-MyoIIA peptide fluorescence polarization | inhibition, % at 10.7 µM | 0.14% of 360,000 active | AID 652163;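 active = mean inhibition of at least 70% across replicates, with every replicate also reaching that level; inconclusive = mean inhibition reaches 70% but some replicates fall short; inactive = mean inhibition below 70%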
Target sequence (P26447 whole entry, looked up): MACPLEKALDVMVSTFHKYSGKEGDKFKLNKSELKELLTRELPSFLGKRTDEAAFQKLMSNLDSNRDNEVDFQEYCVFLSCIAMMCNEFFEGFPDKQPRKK
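System – human S100A4 monomer protein, biochemical binding assay · Buffer or medium – Calcium-containing HEPES buffer, pH 7.2 · Timing – 5 min between mix addition and reading · Also added – TAMRA-labelled myosin IIA heavy-chain peptide probe, 5 nM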
FN deposition inh = fibronectin deposition inhibition; inhibition, % at 12.6 µM; AID 743247; 0.086% of 350,000 active; AH1F fibroblasts, Alexa488-fibronectin deposition fluorescence, overnight;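 active = mean inhibition across replicates of 30% or more, regardless of how many single replicates reach that level; inconclusive = mean under 30% yet at least half of replicates reach 30%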;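 also: positive control wells lacked labelled fibronectin entirely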
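Material – AH1F fibroblast monolayer, labelled fibronectin deposition · Reagent – labelled fibronectin 24 nM · Timing – 1 h adhesion, overnight exposure · Measured by – fluorescence at 485 nm excitation, 525 nm emission · Read-out – inhibition of fibronectin deposition signal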
LGR2 inh = blocks bursicon-induced cAMP signaling via Drosophila LGR2; 0.35% of 380,000 active; inhibition, % at 9.99 µM; HEK293 LGR2, CRE-luciferase, bursicon-stimulated, 4 h;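 active = drop in luminescence signal, shown as inhibition above about 50% in the replicate tests, limit read from the data, passing the limit was not always enough; inconclusive = probably only some replicates passing the limit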;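 also: agonist challenge used bursicon conditioned medium at about half maximal strength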
ERAP1 HTS inh = ERAP1 (human) enzyme inhibition. 0.15% of 340,000 active. inhibition, % at 10.7 µM. Q9NZ08. recombinant ERAP1, Leu-AMC fluorescence, 60 min;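 active = mean replicate inhibition of at least 30%, or all replicates individually reaching that 30% level; inactive = mean below 30% and not every replicate reaching it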;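 also: 0% = neutral control wells and 100% = L-leucinethiol positive control wells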
Target sequence (Q9NZ08 whole entry, looked up): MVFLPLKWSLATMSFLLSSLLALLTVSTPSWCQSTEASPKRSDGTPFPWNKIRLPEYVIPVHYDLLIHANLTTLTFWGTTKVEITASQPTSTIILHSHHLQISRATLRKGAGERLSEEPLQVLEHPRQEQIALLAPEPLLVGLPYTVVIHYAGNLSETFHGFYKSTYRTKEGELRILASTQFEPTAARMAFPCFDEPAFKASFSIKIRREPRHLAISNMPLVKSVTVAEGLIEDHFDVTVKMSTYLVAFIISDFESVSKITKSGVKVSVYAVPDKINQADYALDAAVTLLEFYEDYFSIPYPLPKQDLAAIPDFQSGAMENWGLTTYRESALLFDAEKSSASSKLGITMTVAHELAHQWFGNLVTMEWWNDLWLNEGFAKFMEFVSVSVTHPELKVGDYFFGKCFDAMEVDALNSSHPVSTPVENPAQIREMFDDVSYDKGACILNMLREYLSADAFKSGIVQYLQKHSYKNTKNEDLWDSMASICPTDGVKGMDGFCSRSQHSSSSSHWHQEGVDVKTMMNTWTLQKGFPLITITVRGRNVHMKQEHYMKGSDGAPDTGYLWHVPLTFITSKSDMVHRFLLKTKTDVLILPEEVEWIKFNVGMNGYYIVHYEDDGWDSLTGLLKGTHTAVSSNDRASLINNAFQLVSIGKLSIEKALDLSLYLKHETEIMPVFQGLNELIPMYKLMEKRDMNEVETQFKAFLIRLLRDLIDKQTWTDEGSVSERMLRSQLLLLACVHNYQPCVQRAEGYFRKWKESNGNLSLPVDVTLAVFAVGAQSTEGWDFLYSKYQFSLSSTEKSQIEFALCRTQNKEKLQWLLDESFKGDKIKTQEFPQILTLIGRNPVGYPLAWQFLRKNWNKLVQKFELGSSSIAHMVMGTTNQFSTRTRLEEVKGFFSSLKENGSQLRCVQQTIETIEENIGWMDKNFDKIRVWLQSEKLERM
PAX8 reporter = PAX8 transcriptional activity inhibition | RMG-I TPO-luciferase reporter, SteadyGlo, 24 h | inhibition, % at 12.6 µM | 1.2% of 360,000 active;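 active = mean replicate inhibition at least 60% with every replicate also reaching 60%; inconclusive = only one of the two criteria is met; inactive = mean below 60% and not all replicates reaching 60%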;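 also: luciferase light reporting Pax8 driven TPO promoter activity; plate controls were median of neutral control wells for no effect and mitoxantrone controls for full effect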
PglD DTNB = PglD (C. jejuni) enzyme inhibition; purified PglD enzyme, DTNB colorimetric CoA detection; inhibition, % at 12.5 µM; 0.098% of 360,000 active; AID 602405; in the data active = inhibition above about 16%, passing the limit was not always enough; inconclusive = no clear call, values can overlap the other calls; also: strong numbers were not always called active
* marks the source's active call; other numbers are inactive results; ? = inconclusive; · = no result given. Rows are unselected (roughly 2.1% active in at least one column).

SMILES | EWS-Fli block | PGC1a acetyl inh | S100A4 inh HTS | FN deposition inh | LGR2 inh | ERAP1 HTS inh | PAX8 reporter | PglD DTNB
COc1ccc2c3c([nH]c2c1)[C@@H](CO)N(Cc1cccc(F)c1)CC31CCN(Cc2ccccn2)CC1 | 11 | · | 9 | · | 8 | -2 | -9 | ·
CCCC#Cc1ccc([C@@H]2[C@H]3CN(C(=O)c4ccc5c(c4)OCO5)CCCCN3[C@H]2CO)cc1 | 8 | -3 | -5 | · | 30 | 0 | 27 | -1
O=C(N/N=C1\NC(=O)C(CO)(CO)S1)c1ccccc1 | -2 | · | -1 | 5 | -2 | -8 | 6 | ·
CC(OC(=O)C1=Cc2ccccc2OC1)C(=O)NC1CCCC1 (centres undefined) | -5 | 2 | -2 | · | 1 | 1 | · | ·
CC1CCCN(CCCNC(=O)C2CC(=O)N(CCc3ccccc3)C2)C1 (centres undefined) | 3 | 4 | -5 | -2 | 14 | -5 | -11 | -1
O=C(NC1CCCc2ccccc21)c1n[nH]c(=O)c2ccccc12 (centres undefined) | 10 | 0 | -4 | -9 | -2 | 2 | 4 | 1
CCOC(=O)C1=C(COC(=O)C2CC(=O)N(c3ccc(CC)cc3)C2)NC(=O)NC1C (centres undefined) | 0 | -5 | -2 | -2 | 5 | -2 | -12 | ·
CCC(C)[C@H](NC(=O)N1CCCCC1)C(=O)OC (some centres undefined) | -10 | -9 | -1 | -3 | · | · | -29 | -5
COc1ccccc1N(C)S(=O)(=O)c1ccc(C(=O)OCC(=O)c2c[nH]c3ccccc23)cc1 | 16 | · | -8 | 2 | 26 | 0 | -17 | ·
Cc1ccc(CNCCNCCO)s1 | 9 | -2 | -11 | 5 | 7 | -8 | -10 | 7
Cc1noc(C)c1NC(=O)N(C)C[C@H]1Oc2ccc(N(C)C)cc2C(=O)N([C@H](C)CO)C[C@@H]1C | 7 | 26 | 2 | · | · | 9 | -4 | 3
Cc1ccc(S(=O)(=O)c2cc3c(=O)n4ccccc4nc3n(C3CCCC3)c2=N)cc1 | 0 | · | -2 | 16 | -12 | -2 | 4 | -3
CC(=O)Nc1ccc(NC(=O)C2CCN(S(C)(=O)=O)CC2)cc1 | 11 | 4 | 0 | 0 | 7 | -5 | 2 | -4
Cn1cnc(S(=O)(=O)N[C@@H]2C=C[C@H](CC(=O)N3CCN(c4ccccc4)CC3)O[C@H]2CO)c1 | · | 3 | 4 | 13 | 12 | 0 | · | 2
O=C(Nc1nnc(C2CCCO2)s1)c1ccc(Br)cc1 (centres undefined) | -72 | 7 | 0 | · | -36 | 3 | · | 2
Nc1cc2c(cc1Cl)-c1ccccc1C2 | -27 | · | -4 | -1 | -100 | -2 | · | -3
O=C(NCCN1CCOCC1)c1ccc(=O)oc1 | · | -52 | · | -13 | · | · | 18 | -23
Cc1ccccc1CN1C(=O)CSCC1(C)C(=O)NCc1ccccc1 (centres undefined) | 3 | · | -16 | 3 | -18 | 0 | -5 | ·
O=C(Nc1ccnc(-c2ccncc2)n1)c1ccccc1Cl | 12 | 7 | -4 | 5 | 20 | 3 | 16 | ·
COc1ccccc1N1CCN(C2CCCN(C(=O)C3=NN(C)C(=O)CC3)C2)CC1 (centres undefined) | 1 | 13 | 19 | 5 | -5 | -1 | 13 | 5
CO[C@@H]1CN(C)C(=O)c2cc(NC(C)=O)ccc2OC[C@@H](C)N(Cc2cc(-c3ccccc3)on2)C[C@H]1C | -4 | 13 | 1 | 5 | -2 | 2 | -3 | -1
CCc1ccc(NC(=O)C(=S)NC2CCCCC2)cc1 | -63 | -9 | 2 | 5 | -54 | -2 | -193 | 5
COc1ccc(S(=O)(=O)Nc2ccc3c(c2)CC(=O)N([C@H](C)CO)C[C@H](C)[C@H](CN(C)Cc2ccc(C(F)(F)F)cc2)O3)cc1 | 8 | -3 | 6 | -8 | 3 | 1 | 7 | 0
Cc1ccc(-c2ccc3c(c2)O[C@H](CN(C)C(=O)Nc2ccc(F)cc2)[C@@H](C)CN([C@H](C)CO)S3(=O)=O)cc1 | 16 | 14 | -7 | 8 | 23 | 1 | · | 0
COC(=O)[C@@]12CCCCN1[C@H](c1ccc(-c3ccc(Cl)c(Cl)c3)c(OC)c1)[C@@H]1C(=O)N(C)C(=O)[C@@H]12 | 9 | -6 | · | 1 | 9 | · | 49 | -1
CCCc1cc(O)c2c(C)cc(=O)oc2c1 | 2 | -5 | -2 | · | 12 | 1 | · | -1
O=C(N[C@H](Cc1ccccc1)C(=O)N1CCN(c2ccc(Cl)cn2)CC1)[C@H]1O[C@@H](n2ccc(=O)[nH]c2=O)[C@H](O)[C@@H]1O | -6 | · | 60 | 8 | -8 | 1 | -11 | ·
O=C(Cn1cnc2cc([N+](=O)[O-])ccc2c1=O)Nc1cccc2ccccc12 | 3 | 13 | -4 | -3 | -1 | -3 | 31 | 0
COc1cccc(Oc2nc(-c3ccncc3)nc3ccccc23)c1 | 12 | 26 | -1 | 8 | -7 | -2 | 26 | -8
O=C(CN1C(=O)COc2ccccc21)N1CCN(C2CCCCC2)CC1 | 17 | 4 | 2 | 5 | 9 | -1 | 18 | 3
C=CC[C@@H](CC(=O)N[C@H](CO)Cc1ccccc1)C(=O)N[C@@H](C)COC(=O)[C@@H](CC=C)CC(=O)OC(C)(C)C | -1 | 0 | -8 | -5 | 10 | -5 | 0 | -7
Cc1cccc(C)c1NC(=O)C(c1ccccc1)n1c(-c2ccccc2)nc2ccccc21 (centres undefined) | -28 | · | -3 | 2 | -6 | -1 | -4 | ·
COc1ccc(NC(=O)N(C)C[C@H]2Oc3ncc(C#CC(C)C)cc3C(=O)N([C@@H](C)CO)C[C@@H]2C)cc1 | 1 | 18 | -6 | -6 | -11 | -2 | · | 1
CCOC(=O)c1cnc2c([N+](=O)[O-])cnn2c1C | 0 | -6 | 1 | -17 | 14 | 4 | -12 | 2
COc1ccc(OCC(=O)Nc2ccc(S(=O)(=O)Nc3nc(C)cc(C)n3)cc2)cc1 | -3 | -5 | -1 | 5 | -8 | 11 | -1 | ·
COc1ccc([N+](=O)[O-])cc1N(CC(=O)Nc1ccccc1C(=O)N1CCOCC1)S(C)(=O)=O | · | 14 | -15 | 4 | -6 | 2 | · | 1
COc1ccc([C@H]2CC(=O)C=C(c3ccc(C(F)(F)F)c(C(F)(F)F)c3)C2)cc1OC | 10 | -6 | 1 | -14 | 5 | 0 | -12 | 6
CCc1ccc(OCc2nnc(SCC(=O)N3CCOCC3)o2)cc1 | 3 | · | 6 | 1 | -2 | -6 | -3 | ·
COC(=O)[C@H](CC(C)C)N1Cc2cc(OC)cc(OC)c2-c2ccccc2S1(=O)=O | 3 | -20 | -3 | 3 | 8 | · | 12 | 4
CS(=O)(=O)Nc1nnc(SCC(=O)Nc2cccc([N+](=O)[O-])c2)s1 | -5 | · | 2 | 2 | -7 | -5 | -1 | ·

Of the compounds above, 4 contain fluorine.
SMILES | EWS-Fli block | PGC1a acetyl inh | S100A4 inh HTS | FN deposition inh | LGR2 inh | ERAP1 HTS inh | PAX8 reporter | PglD DTNB
COc1ccc2c3c([nH]c2c1)[C@@H](CO)N(Cc1cccc(F)c1)CC31CCN(Cc2ccccn2)CC1 | 11 | · | 9 | · | 8 | -2 | -9 | ·
COc1ccc(S(=O)(=O)Nc2ccc3c(c2)CC(=O)N([C@H](C)CO)C[C@H](C)[C@H](CN(C)Cc2ccc(C(F)(F)F)cc2)O3)cc1 | 8 | -3 | 6 | -8 | 3 | 1 | 7 | 0
Cc1ccc(-c2ccc3c(c2)O[C@H](CN(C)C(=O)Nc2ccc(F)cc2)[C@@H](C)CN([C@H](C)CO)S3(=O)=O)cc1 | 16 | 14 | -7 | 8 | 23 | 1 | · | 0
COc1ccc([C@H]2CC(=O)C=C(c3ccc(C(F)(F)F)c(C(F)(F)F)c3)C2)cc1OC | 10 | -6 | 1 | -14 | 5 | 0 | -12 | 6

Other structures
SMILES | EWS-Fli block | PGC1a acetyl inh | S100A4 inh HTS | FN deposition inh | LGR2 inh | ERAP1 HTS inh | PAX8 reporter | PglD DTNB
Clc1ccc2nc3ccccn3c2c1 | · | -7 | · | 0 | · | · | -11 | -2
CCOC(=O)N1CCN(C(=O)CN(C2CCCCC2)S(=O)(=O)c2ccc(Cl)cc2)CC1 | 8 | -14 | 4 | · | 11 | -2 | · | -1
CN1C(=O)c2cc(NC(=O)Cc3cccs3)ccc2OC[C@H]2O[C@@H](CC(=O)O)CC[C@@H]21 | · | 21 | 5 | -9 | -8 | 0 | -13 | ·
CC(=O)Nc1ccc(S(=O)(=O)NCC2CCC(C(=O)NCCc3ccccc3)CC2)cc1 (centres undefined) | -2 | -1 | 0 | -7 | -17 | 2 | -9 | -4
O=C(Nc1ccccc1N1CCOCC1)C1CCN(S(=O)(=O)c2ccc(Cl)cc2)CC1 | 6 | -13 | 1 | -11 | -4 | 9 | 10 | 5
CCOC(=O)C1CN(S(=O)(=O)c2ccc(OC)cc2)c2cc(CC(=O)OC)ccc2O1 (centres undefined) | · | -7 | · | 2 | · | · | 1 | 3
Cc1ccnc(NC(=O)C2CC(=O)N(c3ccc4c(c3)OCCO4)C2)c1 (centres undefined) | 23 | · | -13 | 7 | -20 | -2 | -103 | 0
O=C(Nc1ccc(Cl)cc1)NC1CCCCC1 | · | -9 | · | -12 | · | · | -178 | -6
O=C(c1ccc([N+](=O)[O-])o1)N1CCc2ccccc21 | 8 | -33 | 3 | 0 | -23 | -1 | -17 | -1
CCc1ccc(-c2ccc(SCC(=O)NC3CCCC3)nn2)cc1 | -65 | 3 | 1 | 4 | -33 | 2 | -103 | -5
O=C(c1ccsc1)N1CCCC(N2CCN(c3cccc(C(F)(F)F)c3)CC2)C1 (centres undefined) | 1 | · | -3 | -8 | -2 | 0 | 2 | 4
CC(C)NC(=O)c1onc(CSc2ccc(F)cc2)c1C(=O)O | -3 | · | -2 | 4 | -1 | -2 | 9 | 3
O=C(C[C@@H]1CC[C@@H]2[C@H](COC[C@H](O)CN2Cc2cc(F)cc(F)c2)O1)NCc1cccc(F)c1 | -1 | 0 | 10 | 0 | -9 | 0 | 13 | 1
C[C@@H]1CCCCO[C@@H](CN(C)C(=O)NC2CCCCC2)[C@H](C)CN([C@@H](C)CO)C(=O)c2cc(NC(=O)Cc3ccccc3)ccc2O1 | 16 | 8 | -1 | · | 19 | 1 | · | 2
Cc1cc(C(F)F)n2ncc(C(=O)NCc3ccccc3)c2n1 | · | -5 | · | 9 | · | · | 4 | -4
CCOc1ccc(NC(=O)NC23CC4CC(CC(C4)C2)C3)cc1 | -15 | · | -1 | 0 | -41 | -1 | -35 | ·
O=C(CSc1ccccn1)c1ccc2c(c1)OCO2 | · | 3 | · | -3 | · | · | -101 | -2
COc1cccc(CN2CCNC(=O)C2CC(=O)N(C)CCC2CCOCC2)c1OC (centres undefined) | · | 1 | ? | -8 | -4 | 4 | · | 6
O=C(C1CC1)N1CCc2cc(Br)cc(S(=O)(=O)NCC3COc4ccccc4O3)c21 (centres undefined) | · | -6 | · | -2 | · | · | 16 | 4
CCNC(=O)[C@@H]1[C@@H](CO)[C@@H]2Cn3c(cccc3=O)[C@H]1N2C(=O)c1ccc(F)cc1 | · | -10 | 1 | · | 5 | -1 | -10 | ·
CCc1nn2c(NCCOC)cc(C)nc2c1-c1ccc(F)cc1 | 1 | · | -2 | 0 | -17 | 0 | 5 | ·
O=C1N/C(=N\N=C\c2cccs2)SC1Cc1cccc(Cl)c1Cl (centres undefined) | · | 7 | · | 5 | 0 | · | -21 | -2
